SENP8 block-1 – SENP8 protease inhibition; purified SENP8, Z-RLRGG-aminoluciferin cleavage, luminescence; inhibition, % at 10 µM; actives 1.2% (n = 330,000); AID 2540; in the data active means inhibition above about 50%
PfGluPho inh – PfG6PD (Plasmodium falciparum) enzyme inhibition; PfGluPho enzyme, NADPH resazurin-diaphorase fluorescence; inhibition, % at 20 µM; actives 0.78% (n = 350,000);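 active means inhibition reaching at least a set limit at 20 µM in the primary screen, cut at about 59% in these data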;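 further: 0% = DMSO wells with substrate and 100% = DMSO wells lacking glucose-6-phosphate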
SENP1 inh – inhibitors of human SENP1 SUMO protease catalytic domain; Q9P0U3; recombinant SENP1 catalytic domain, CyPet-SUMO1-YPet FRET cleavage; actives 0.21% (n = 360,000); AID 624204; inhibition, % at 10 µM;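 active means inhibition at least 30% at 10 µM, raw YFP signal under a set limit, fluorescence ratio 0.5 to 1.5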;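 further: 0% = enzyme with DMSO and 100% = no enzyme wells; some results filed as inactive read as strong as hits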
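Material: hSENP1 catalytic domain, recombinant; medium: Tris pH 8 with BME, BSA, NP40 and catalase; compound: single concentration of 10 µM compound, 0.5% DMSO final; technique: FRET read of cyan and yellow fluorescence; timing: 50 min enzyme reaction, room temperature, light-protected; reagent: SFCypet-SUMO1-SFYpet substrate at 25 nM; control set: no-enzyme low, enzyme-DMSO high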
UBC13 inh – human UBC13 polyubiquitination inhibition | UBC13 polyubiquitin chain formation, TR-FRET | inhibition, % at 20 µM | actives 0.47% (n = 330,000) | AID 485273; in the data active means inhibition above about 45%, passing the limit was not always enough
Target sequence (P61088 whole entry, looked up): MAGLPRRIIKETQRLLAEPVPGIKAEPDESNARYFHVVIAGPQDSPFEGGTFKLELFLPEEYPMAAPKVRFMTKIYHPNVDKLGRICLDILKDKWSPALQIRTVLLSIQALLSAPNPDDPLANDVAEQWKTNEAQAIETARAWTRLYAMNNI
SENP8 block-2 – blocks human SENP8 cleavage of Nedd8 substrate; AID 602440; recombinant SENP8, Nedd8 substrate fluorescence; inhibition, % at 20 µM; actives 0.64% (n = 360,000); Q96LD8; in the data active means inhibition mostly above about 40%, no sharp cut-off; inactive means mostly below about 27%
MIN6 prolif – MIN6 beta-cell proliferation induction; proliferation, % at 10 µM; actives 0.29% (n = 330,000); MIN6 cells proliferation, ATPlite luminescence, 48 h; cells starved in 0.2% serum; 100% = growth in 10% serum; AID 2380;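 active means compounds whose signal lies at least 3.5 SD above the mean of all wells on their plate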;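 further: 0% = DMSO-treated cells in low-serum medium and 100% = 10% serum control; some compounds called inactive have numbers as strong as hits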
SENP6 block – blocks the human protease SENP6 | Recombinant SENP6 catalytic domain, aminoluciferin luminescence | inhibition, % at 10 µM | actives 1.8% (n = 330,000);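 active means inhibition above about 50% at the single tested dose, limit read from the data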;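 further: plate controls were DMSO wells with enzyme for no effect and DMSO wells lacking enzyme for full effect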
Target sequence (Q9GZR1 628-1112 limits assumed): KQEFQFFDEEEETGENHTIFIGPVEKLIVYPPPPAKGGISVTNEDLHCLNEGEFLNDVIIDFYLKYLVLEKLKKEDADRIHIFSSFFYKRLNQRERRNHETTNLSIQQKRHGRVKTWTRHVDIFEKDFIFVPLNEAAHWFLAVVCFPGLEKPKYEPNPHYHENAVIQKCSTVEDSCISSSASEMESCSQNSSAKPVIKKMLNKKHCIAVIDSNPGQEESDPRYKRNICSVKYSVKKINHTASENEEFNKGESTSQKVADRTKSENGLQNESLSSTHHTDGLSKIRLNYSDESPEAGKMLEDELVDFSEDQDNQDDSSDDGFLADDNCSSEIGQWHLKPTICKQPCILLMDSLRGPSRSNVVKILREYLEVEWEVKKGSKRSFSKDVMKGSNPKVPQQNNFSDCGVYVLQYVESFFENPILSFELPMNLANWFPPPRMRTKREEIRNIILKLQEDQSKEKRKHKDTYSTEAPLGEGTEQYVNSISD
SENP7 inh – inhibitors of human SENP7 protease; recombinant SENP7, Z-RLRGG-aminoluciferin luminescence, 40 min; inhibition, % at 5 µM; actives 1.5% (n = 330,000);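 active means inhibition above about 50% at the single test dose, limit read from the data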;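 further: plate controls were DMSO with enzyme for no effect and no enzyme buffer wells for full effect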
Target sequence (Q9BQF6 706-1050 limits assumed): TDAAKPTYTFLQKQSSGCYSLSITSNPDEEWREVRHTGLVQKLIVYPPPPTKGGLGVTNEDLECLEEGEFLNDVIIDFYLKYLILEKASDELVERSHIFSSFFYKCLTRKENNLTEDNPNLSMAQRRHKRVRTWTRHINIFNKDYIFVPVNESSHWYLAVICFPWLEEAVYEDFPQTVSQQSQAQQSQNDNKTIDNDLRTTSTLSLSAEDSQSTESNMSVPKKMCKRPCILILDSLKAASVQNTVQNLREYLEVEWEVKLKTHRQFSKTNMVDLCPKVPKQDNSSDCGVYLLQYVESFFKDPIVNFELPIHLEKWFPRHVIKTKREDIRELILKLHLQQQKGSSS
HKDC1 inhibitor – inhibitors of human hexokinase HKDC1; AID 493160; recombinant HKDC1, G6PDH/diaphorase resazurin coupled fluorescence; Q2TB90; inhibition, % at 20 µM; actives 0.16% (n = 340,000);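 active means inhibition above about 35% when tested at 20 µM, limit read from the data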;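 further: plate controls were DMSO wells with enzyme for no effect and DMSO wells lacking enzyme for full effect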
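Material – in-house recombinant HK5 (HKDC1) enzyme · Quantity – HKDC1 at 5 µg/mL · Buffer or medium – pH 8.0 Tris buffer with 10 mM MgCl2 · Reagent – glucose with 1 mM ATP · Dosing – single 20 µM dose · Times – reaction time 90 min, room temperature, protected from light · Technique – resorufin fluorescence at 613 nm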
Starred values were filed as active, the others as inactive; i = inactive; . = no result given. Outcome played no part in choosing rows (roughly 4% active in at least one column).

Preview (13 entries):
SMILES | SENP8 block-1 | PfGluPho inh | SENP1 inh | UBC13 inh | SENP8 block-2 | MIN6 prolif | SENP6 block | SENP7 inh | HKDC1 inhibitor
COc1cc2ccccc2cc1C(=O)NCC(c1cccs1)N(C)C (stereo not drawn) | -14 | 8 | 1 | -3 | -178 | -1 | -29 | -12 | 4
O=C(CCNC(=O)c1ccco1)NNC(=O)c1ccc(Br)cc1 | . | 0 | 2 | . | 1 | . | . | . | -8
[S-]c1nnc(-c2ccc(Br)cc2)n1-c1ccccc1.[Zn+2] | 11 | 16 | 0 | 7 | -48 | -2 | 13 | 3 | 49*
COc1ccc(-c2nc3cc(C)ccn3c2NC(=O)c2ccccc2OC)cc1 | 0 | 9 | -13 | -5 | -38 | -1 | -11 | -11 | -6
O=C(CN(Cc1ccc(F)cc1)S(=O)(=O)c1ccc(S(=O)(=O)N2CCOCC2)cc1)Nc1ccccc1 | -1 | -12 | 0 | 0 | 19 | 0 | 8 | 8 | 3
CC(O)C(NC(=O)OCc1ccccc1)C(=O)OCc1ccccc1 (stereo not drawn) | -2 | -2 | -1 | 9 | 13 | -7 | -2 | 2 | 2
CN(C)CCCN1CC(=O)N2[C@@H](Cc3c([nH]c4ccccc34)C2(C)C)C1=O | 1 | -6 | 1 | 1 | 9 | -3 | -2 | 6 | -1
CCc1ccc(-c2csc3nc[nH]c(=O)c23)cc1 | -12 | -7 | -4 | 0 | 0 | 1 | 13 | 4 | -2
COc1cc(C(=O)NCCCN2CCCC2=O)cc(OC)c1OC | 5 | -9 | 0 | -22 | 8 | -4 | -15 | -15 | -14
COc1ccc(C(=O)NNC(=S)NC(=O)c2cccc([N+](=O)[O-])c2)cc1 | -5 | -19 | 4 | -15 | 12 | -6 | -17 | -7 | -8
COc1ccc(/C=C/C(=O)OCC(=O)NCCCc2ccccc2)cc1OC | -5 | -1 | 0 | 8 | i | -3 | 8 | 2 | 3
COc1ccc(-c2cc(C(F)(F)F)nc(S(=O)(=O)CCC(=O)N3CCOCC3)n2)cc1 | -3 | -6 | 2 | 8 | -420 | -6 | 3 | 4 | -1
O=C(CN1CCCCCC1)Nc1ccc(Br)cc1[N+](=O)[O-] | -14 | -14 | -1 | 8 | 24 | 2 | -9 | -3 | -2

The list itself (from the top)
SMILES | SENP8 block-1 | PfGluPho inh | SENP1 inh | UBC13 inh | SENP8 block-2 | MIN6 prolif | SENP6 block | SENP7 inh | HKDC1 inhibitor
COc1cc2ccccc2cc1C(=O)NCC(c1cccs1)N(C)C (stereo not drawn) | -14 | 8 | 1 | -3 | -178 | -1 | -29 | -12 | 4
O=C(CCNC(=O)c1ccco1)NNC(=O)c1ccc(Br)cc1 | . | 0 | 2 | . | 1 | . | . | . | -8
[S-]c1nnc(-c2ccc(Br)cc2)n1-c1ccccc1.[Zn+2] | 11 | 16 | 0 | 7 | -48 | -2 | 13 | 3 | 49*
COc1ccc(-c2nc3cc(C)ccn3c2NC(=O)c2ccccc2OC)cc1 | 0 | 9 | -13 | -5 | -38 | -1 | -11 | -11 | -6
O=C(CN(Cc1ccc(F)cc1)S(=O)(=O)c1ccc(S(=O)(=O)N2CCOCC2)cc1)Nc1ccccc1 | -1 | -12 | 0 | 0 | 19 | 0 | 8 | 8 | 3
CC(O)C(NC(=O)OCc1ccccc1)C(=O)OCc1ccccc1 (stereo not drawn) | -2 | -2 | -1 | 9 | 13 | -7 | -2 | 2 | 2
CN(C)CCCN1CC(=O)N2[C@@H](Cc3c([nH]c4ccccc34)C2(C)C)C1=O | 1 | -6 | 1 | 1 | 9 | -3 | -2 | 6 | -1
CCc1ccc(-c2csc3nc[nH]c(=O)c23)cc1 | -12 | -7 | -4 | 0 | 0 | 1 | 13 | 4 | -2
COc1cc(C(=O)NCCCN2CCCC2=O)cc(OC)c1OC | 5 | -9 | 0 | -22 | 8 | -4 | -15 | -15 | -14
COc1ccc(C(=O)NNC(=S)NC(=O)c2cccc([N+](=O)[O-])c2)cc1 | -5 | -19 | 4 | -15 | 12 | -6 | -17 | -7 | -8
COc1ccc(/C=C/C(=O)OCC(=O)NCCCc2ccccc2)cc1OC | -5 | -1 | 0 | 8 | i | -3 | 8 | 2 | 3
COc1ccc(-c2cc(C(F)(F)F)nc(S(=O)(=O)CCC(=O)N3CCOCC3)n2)cc1 | -3 | -6 | 2 | 8 | -420 | -6 | 3 | 4 | -1
O=C(CN1CCCCCC1)Nc1ccc(Br)cc1[N+](=O)[O-] | -14 | -14 | -1 | 8 | 24 | 2 | -9 | -3 | -2
CCN1C(=NCCc2c[nH]c3ccccc23)N[C@@H](c2ccccc2)[C@H](C(=O)OC)[C@H]1C | 6 | -4 | -1 | 20 | 2 | 1 | -1 | -9 | -6
CCc1ccc(N2C(=O)CN(Cc3cc(OC)c(OC)c(OC)c3)C2=S)cc1 | 4 | 5 | 5 | -6 | 3 | -5 | -4 | 0 | -5
CCCCNC(=S)NNc1c(Cl)cc(Cl)cc1Cl | -2 | 13 | 2 | 14 | 9 | -6 | -4 | 11 | -1
Oc1ccc(-c2nccc(-c3ccc(Cl)cc3)n2)cc1 | -6 | 13 | 0 | 17 | 9 | -5 | 4 | 4 | -2
COc1cc(C(C)=O)ccc1OCC(O)CN1CCN(c2ccc(F)cc2)CC1 (stereo not drawn) | -7 | 10 | 1 | -6 | 7 | -1 | 9 | -10 | 1
Cc1c(-c2cccs2)[n+](=O)c2c(n1[O-])CCCCC2 | 0 | 5 | -9 | 4 | -5 | 4 | -23 | -4 | -2
O=C(c1cccc2nc3ccccc3nc12)N1CCOCC1 | 6 | 0 | -1 | -8 | 22 | 2 | 4 | 1 | -4
CCOc1ccccc1NC(=O)N1CCC(n2nnc3cc(C)ccc32)CC1 | 3 | -1 | 0 | 6 | 12 | 2 | 5 | -3 | -3
C=CCNC(=O)c1sccc1Oc1ccc(F)cc1[N+](=O)[O-] | -9 | -1 | 2 | 2 | 9 | -3 | -14 | -6 | 2
NC(=O)c1nsc(C(=O)N(Cc2cccnc2)C(C(=O)NC2CCCC2)c2ccc(F)cc2)c1N (stereo not drawn) | 1 | 11 | -3 | 8 | -294 | 0 | -15 | 1 | -3
Cn1c(=O)cc(OCCCC(=O)NCCCN2CCN(Cc3ccccc3)CC2)c2ccccc21 | -3 | 3 | 3 | 22 | 30 | -3 | -2 | -1 | 12
O=[N+]([O-])c1cc([N+](=O)[O-])c(Oc2cccnc2Br)cc1NN1CCCCC1 | 3 | -7 | 3 | 4 | 36 | -9 | -13 | -3 | 2

The listing continues:
SMILES | SENP8 block-1 | PfGluPho inh | SENP1 inh | UBC13 inh | SENP8 block-2 | MIN6 prolif | SENP6 block | SENP7 inh | HKDC1 inhibitor
COc1ccc(NC(=O)NNC(=O)COc2cc(C)c(Cl)c(C)c2)c(OC)c1 | -2 | 7 | -1 | 6 | 2 | 3 | -5 | -8 | -9
Cc1noc(C)c1COc1ccc(C(=O)Nc2ncccc2O)cc1 | -4 | 8 | 1 | 1 | 2 | -1 | 8 | 6 | 2
O=c1nc(Nc2ccc(OCc3ccccc3)cc2)sc2ncccc12 | -5 | -7 | 2 | -3 | 26 | -1 | -6 | 4 | -6
CCOC(=O)C1(Cc2cccc(OC)c2)CCN(Cc2cccnc2)CC1 | -3 | 2 | -15 | 5 | 10 | -3 | -9 | 5 | -5
CCOC(=O)c1cc2ccc3ccccc3c2s1 | 7 | 23 | 3 | 0 | -230 | 0 | 58* | 47 | 2
CCOC(=O)C(CC)Sc1ccc2nnc(CCNS(=O)(=O)c3ccccc3)n2n1 (stereo not drawn) | 4 | 7 | -1 | 0 | -54 | -2 | -13 | 5 | 0
COc1cc(OC)cc(C(=O)NNC(=O)CCOc2ccccc2OC)c1 | -6 | 6 | 2 | 6 | -28 | 1 | -1 | 1 | -3
C=CCC[C@@H](Cc1ccc(F)cc1)C(=O)OC[C@@H](NC(=O)[C@@H](CC=C)CC(=O)N[C@@H](CO)Cc1ccccc1)C(C)(C)C | -3 | 42 | 2 | 10 | 14 | -6 | -9 | 8 | 3
Cc1cccc(NC(=S)NC23CN4CN(CN(C4)C2)C3)c1 | -6 | 6 | 0 | -5 | 11 | -1 | -7 | -9 | -13
C/C(=N/NC(=O)CNS(=O)(=O)c1ccc(C)cc1)c1cccc([N+](=O)[O-])c1 | -5 | 9 | 3 | 4 | 12 | 5 | -5 | -2 | -3
CCNC(=O)COC(=O)/C=C/c1cccc(F)c1 | 1 | -12 | 3 | -4 | 2 | -2 | -17 | 11 | -13
CN(C)CCC(C(=O)c1ccccc1)c1ccccn1 (stereo not drawn) | . | 16 | -3 | . | -1 | . | . | . | -5
Cc1ccccc1-c1cc(C(=O)N2CCCC2)c2ccccc2n1 | -7 | 18 | 1 | 4 | 14 | -3 | -2 | -4 | 3
CCOC(=O)c1sc2nc(SCC#N)n(CCCN3CCCC3=O)c(=O)c2c1C | -3 | 4 | -3 | -17 | 0 | -2 | 7 | -7 | -5
CCSc1n[nH]c(=O)[nH]c1=O | 3 | -20 | 1 | -2 | 23 | -3 | -1 | -1 | -3
OCC[C@H]1C[C@H](O)[C@@H](O)[C@]2(OCCc3ccccc32)O1 | -16 | 0 | 3 | -8 | 10 | -6 | -20 | 4 | -5
COc1ccc(Cl)cc1N(CC(=O)NC(C(C)C)C(C)C)S(C)(=O)=O | -13 | 1 | 5 | -5 | 12 | -2 | -5 | -2 | -8
Cc1ccc2nc(-c3ccc4c(c3)OCCO4)cc(C(=O)O)c2c1 | -8 | 10 | 0 | 2 | -468 | -6 | -19 | 3 | 0
O=C(CSc1ccc([N+](=O)[O-])cn1)Nc1ccc(N2CCOCC2)c(Cl)c1 | 0 | 2 | 1 | -2 | 5 | -2 | 0 | 5 | 13
CCCCn1c(=O)nc2n(-c3ccc(C)cc3)c3ccccc3cc-2c1=O | 0 | 3 | -25 | 19 | -285 | 1 | -24 | 4 | 6
O=C(Cc1ccccc1)Nc1nc(=O)c2ccccc2s1 | -6 | -13 | 1 | -4 | 22 | -1 | -4 | -1 | 1
CCOC(=O)C1=C(CNC(C)(C)CC(C)(C)C)NC(=O)NC1c1cccc([N+](=O)[O-])c1 (stereo not drawn) | -6 | 30 | 3 | 5 | 35 | -2 | -11 | 7 | 1
CC(=O)Nc1ccc(NC(=O)CSc2nc3ccccc3nc2N2CCC(C)CC2)cc1 | -6 | -11 | -4 | 6 | -91 | -2 | -14 | 5 | 0
CCOC(=O)C1=C(C)NC(=O)C(C(N)=O)C12CCCCC2 (stereo not drawn) | -5 | -7 | 2 | 4 | 11 | 1 | -8 | -1 | -6
CCOC(=O)C1CCCN(c2cc(=O)n(-c3ccccc3Cl)c(=O)[nH]2)C1 (stereo not drawn) | -1 | 7 | -2 | 7 | 7 | 0 | -12 | 5 | -3
COCCn1c(C)cc(C2=NNC(=Nc3ccc(F)cc3)SC2)c1C | -8 | 33 | -3 | -8 | 1 | -5 | -8 | -5 | -16
O=C(Nc1c(-c2ccccc2)nc2ccccn12)c1cccs1 | -6 | 13 | 3 | 10 | 8 | 3 | -10 | -5 | -9

Assay outcomes deposited in PubChem by Sanford-Burnham Center for Chemical Genomics.
